KAT2A inh – inhibitors of human GCN5L2 histone acetyltransferase; AID 504327; Potency, µM (doses to about 58.9 µM), for inactives: top-dose activity change, negative = inhibition, usual class: inhibitors; GCN5L2 HAT assay, ThioGlo1 CoA-SH fluorescence; actives 0.21% (n = 390,000)
Target sequence (Q92830 whole entry, looked up): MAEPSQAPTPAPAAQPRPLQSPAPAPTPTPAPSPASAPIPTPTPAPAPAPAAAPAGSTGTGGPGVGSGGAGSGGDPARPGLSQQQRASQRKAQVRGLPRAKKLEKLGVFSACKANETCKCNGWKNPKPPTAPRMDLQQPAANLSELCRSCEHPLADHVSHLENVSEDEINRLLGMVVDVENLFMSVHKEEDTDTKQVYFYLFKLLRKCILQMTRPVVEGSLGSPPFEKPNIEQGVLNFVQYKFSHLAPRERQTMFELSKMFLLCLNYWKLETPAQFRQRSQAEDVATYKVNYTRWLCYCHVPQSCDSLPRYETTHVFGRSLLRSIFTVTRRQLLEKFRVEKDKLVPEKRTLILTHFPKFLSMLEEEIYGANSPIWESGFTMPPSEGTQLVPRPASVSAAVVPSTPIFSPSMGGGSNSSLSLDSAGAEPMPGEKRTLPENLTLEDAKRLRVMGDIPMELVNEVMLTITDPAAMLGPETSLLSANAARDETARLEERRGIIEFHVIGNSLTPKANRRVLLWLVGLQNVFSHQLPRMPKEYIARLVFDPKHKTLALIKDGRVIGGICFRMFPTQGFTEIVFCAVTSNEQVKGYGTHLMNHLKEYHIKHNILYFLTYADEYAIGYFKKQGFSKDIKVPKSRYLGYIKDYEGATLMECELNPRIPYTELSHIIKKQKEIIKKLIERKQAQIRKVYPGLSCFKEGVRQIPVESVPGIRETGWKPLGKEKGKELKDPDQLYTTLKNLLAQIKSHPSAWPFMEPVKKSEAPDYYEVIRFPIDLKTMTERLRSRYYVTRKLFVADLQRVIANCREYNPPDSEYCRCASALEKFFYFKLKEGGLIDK
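GCN5L2 (20 nM) in 50mM HEPES pH 7.5, 0.1mM EDTA, 0.01% Tween-20 preincubated 15 min with compounds at room temperature. Reaction started with H3(1-25) 75uM, acetyl-CoA 70uM, ThioGlo1 50uM; CoA-thiol fluorescence (Ex340/Em540) read at 0 and 20 min.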
DT40 TDP1 no CPT – qHTS for Inhibitors of human tyrosyl-DNA phosphodiesterase 1 (TDP1): qHTS in cells in absence of CPT. DT40 Tdp1-/- hTDP1 cells, no CPT, ATP luminescence, 48 h. Potency, µM (highest dose often 46.2 µM), without a hit: top-dose activity change, negative = growth inhibition, most hits filed as inhibitors. actives 15% (n = 420,000); also: nearly all actives have a fitted effect of over 55% in size
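Chicken DT40 Tdp1-/- cells complemented with human TDP1, screened without camptothecin (DMSO vehicle only), 400 cells/well. Compounds pin-transferred, cells incubated at 37 °C for at least 48 hr. Growth read as ATP-dependent luminescence (CellTiter-Glo, 30 min at RT).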
TDP1 block – inhibitors of human tyrosyl-DNA phosphodiesterase TDP1; Potency, µM (top dose mostly 130 µM), for inactives: top-dose activity change, negative = inhibition, actives largely listed as inhibitors; recombinant TDP1, AlphaScreen DNA substrate cleavage; Q9NUW8; AID 485290; actives 0.28% (n = 350,000); also: nearly all actives have a fitted effect of over 40% in size
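AlphaScreen read-out: signal falls as enzyme removes the 3' tyrosine-FITC from a 5'-biotinylated DNA oligo (15 nM, 5 min, RT). Enzyme was E. coli-made recombinant Tdp1 at 1 nM, exposed to compound for 15 min beforehand; beads 10 ug/ml, 10 min.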
Active calls of the source: *; ? = inconclusive; . = no result given; & = joins results of further samples; [ ] = dose if it differs, or a comment. Calls follow the shape of the dose curve; as a rule, active = well fitted curve in the direction sought with a large enough effect; inconclusive = small, poorly fitted or top-dose-only effect, or another doubt; inactive = no such curve, though single readings can be large; an effect the other way counts as inactive or inconclusive. % is scaled to controls: 0 for no effect and ±100 for the full control effect; potency is read from the fitted curve at half-maximal effect. These rows are one share of the data; count on the stated rates, not on these rows.

Preview:
Under each structure: TDP1 block, KAT2A inh, DT40 TDP1 no CPT
> CC(c1ccccc1)c1nnc(NC(=O)c2ccc3c(c2)OCO3)s1 (centres undefined)
    3%, -6%, 18µM*
> Cc1cccc(N2CCN(C(=S)Nc3ccc4nc(N5CCN(C)CC5)cc(C)c4c3)CC2)c1C
    6%, -2%, 1µM*
> COc1ccc2c(c1)c(CC(=O)Nc1ccc(C(C)=O)cc1)c(C)n2C(=O)c1ccc(Cl)cc1
    2%&3%, -2%&-10%, 16µM*
> Cc1ccc(NC(=O)C(Nc2cccc(C)c2)c2ccccc2)cc1 (centres undefined)
    5%, -11%, 18µM*

The list itself, from the start:
Under each structure: TDP1 block, KAT2A inh, DT40 TDP1 no CPT
> CC(c1ccccc1)c1nnc(NC(=O)c2ccc3c(c2)OCO3)s1 (centres undefined)
    3%, -6%, 18µM*
> Cc1cccc(N2CCN(C(=S)Nc3ccc4nc(N5CCN(C)CC5)cc(C)c4c3)CC2)c1C
    6%, -2%, 1µM*
> COc1ccc2c(c1)c(CC(=O)Nc1ccc(C(C)=O)cc1)c(C)n2C(=O)c1ccc(Cl)cc1
    2%&3%, -2%&-10%, 16µM*
> Cc1ccc(NC(=O)C(Nc2cccc(C)c2)c2ccccc2)cc1 (centres undefined)
    5%, -11%, 18µM*
> CC1(C)CC(=O)C(N=Nc2ccc3ncsc3c2)=C(O)C1
    5%, ., -18%
> COc1ccc(NS(=O)(=O)c2cc(NC(=O)c3cncc(Br)c3)ccc2OC)cc1
    0%, -7%, ?
> CCCCNC(=O)N1CCN(c2ccnc3cc(Cl)ccc23)CC1
    ., -16%, 13µM*
> CN(C)C(=O)c1cc(C(=O)c2ccc(Cl)cc2Cl)c[nH]1
    ., -4%, ?
> O=C(Nc1ncnc2sc3c(c12)CCC3)c1ccco1
    -6%, -7%, -9%
> O=C(Nc1cccc(S(=O)(=O)N2CCCC2)c1)c1ccc2c(c1)OCO2
    0%, -4%, ?
> CNC(=S)Nc1cc(S(=O)(=O)Nc2cc(Cl)ccc2Cl)ccc1N1CCCC1
    ., -3%, ?
> Cc1nnc(SCc2cc(=O)[nH]c(/N=C(\N)Nc3ccccc3Sc3ccccc3)n2)s1
    5%, -18%, -3%
> CC(=O)NCCNC(=O)CCNC(=O)c1ccc(Cl)cc1
    1%, -1%, 4%
> S=C(NC1CC1)N1CCN(C(=S)NC2CC2)CC1
    1%, -5%, 24%
> CCCCN(C(=O)c1ccc(-n2nc(C)cc2C)cc1)c1c(N)n(CCC)c(=O)[nH]c1=O
    1%[0.505 µM], -2%, -2%
> CCCCOC(=O)Nc1nnc(CCc2ccccc2)s1
    6%, -8%, -11%
> Cc1ccc(C(=O)Oc2ccccc2N2CCOCC2)cc1
    ., -3%, -2%
> Cc1ccccc1-n1nc(C)c2cc(C(=O)N3CCN(S(=O)(=O)c4ccccc4)CC3)sc21
    0%, 2%, -26%
> COc1ccccc1C(c1nnnn1Cc1ccccc1)N1CCN(c2nc3ccccc3s2)CC1 (centres undefined)
    3%, -4%, ?
> N#C/C(=C\c1cn[nH]c1-c1ccc(Cl)cc1)C(=O)NC1CC1
    5%, -3%, ?
> Cc1ccc(S(=O)(=O)N2CCN(C(=O)CN3C(=O)CNC3=O)CC2)cc1
    3%, 2%, -8%
> CC(C)(C)OC(=O)N1CCN(C(=O)c2cccnc2Cl)CC1
    0%, 18%, 5%
> CCOC(=O)C1CCCN(CC(=O)Nc2nc(-c3ccccc3)cs2)C1 (centres undefined)
    ., 2%, ?
> CCC(=O)Oc1ccc2c(C)cc(=O)oc2c1C(=O)CC
    1%, -4%, -20%
> CC(C)c1ncc(C(O)c2cccc3ccccc23)n1C (centres undefined)
    5%, -26%, ?
> O=C(NCCCn1ccnc1)c1ccc(OCC(F)(F)F)cc1
    ., 9%, 6%
> O=C(CN1CCC(NC(=O)Cc2ccccc2)CC1)Nc1ccccc1Br
    -3%, -4%, -17%
> CCN1CCN(C(=O)c2cc(COc3ccc4ncccc4c3)on2)CC1
    0%, -4%, 10µM*
> CN(CC(=O)Nc1ccc(Cl)c(S(=O)(=O)N(C)C)c1)Cc1ccccc1
    3%, -4%, ?
> COc1ccc(C(=O)NCC(=O)OCC(=O)Nc2cc([N+](=O)[O-])ccc2F)cc1
    2%, -5%, 2%
> Cc1ccc(-c2ccc(=O)n(CCC(=O)NCc3ccccn3)n2)cc1
    8%, -5%, ?
> CCCS(=O)(=O)c1nc(S(=O)(=O)c2ccc(C)cc2)c(N2CCN(CCO)CC2)s1
    6%, -8%, -16%
> CCN(CC)C(=O)[C@H]1C[C@H](CC(=O)NCCCN(C)C)C(=O)N2CCc3c([nH]c4ccc(Cl)cc34)[C@]12C
    0%[56.1 µM], -6%, ?
> CCCc1cc(-c2nc(-c3ccc(Cl)cc3)cs2)ccn1
    -5%, -1%, 18µM*
> Cc1ccc(N2CC(C(=O)N3CCN(C(=O)c4ccco4)CC3)CC2=O)cc1 (centres undefined)
    1%, -7%, -13%
> O=C(NCc1ccccc1)c1cc(=O)c2ccccc2o1
    -2%, -4%, -4%
> COc1ccc(CNc2nc3ccccc3n2Cc2ccc(C)cc2)cc1OC
    -6%, -6%, ?
> CCCOc1ccc(C(=O)Nc2cc3c(cc2N2CCCCC2)n(C)c(=O)n3C)cc1
    5%, 4%, -5%
> COc1ccccc1NC(=O)Cn1c(=O)c(CNc2ccccc2)cc2cc(OC)c(OC)cc21
    8%, -23%, 6.5µM*
> COc1cccc(N2CCN(c3nc(-c4ccccc4C)cc(=O)[nH]3)CC2)c1
    8%, 0%, ?
> COc1cccc(C(=O)Nc2cccc(SC)c2)c1
    1%, -7%, ?
> COCCn1ccc2c(OCC(=O)NCCc3ccc(OC)c(OC)c3)cccc2c1=O
    8%, -3%, 1%
> CC(C)COc1ccc(-c2cc(C(=O)NN)[nH]n2)cc1
    7%, -25%, ?
> COc1ccc(-c2nnc(SCC(=O)Nc3cccc(Cl)c3C)nc2-c2ccc(OC)cc2)cc1
    8%, -6%, 10µM*
> CCOC(=O)c1c(C)[nH]c(C(=O)CSc2nnc(-c3ccncc3)n2CC)c1C
    5%, -1%, -24%
> CN(C)S(=O)(=O)c1ccc(C(=O)NCc2nnc(SCC(=O)N3CCCCCC3)o2)cc1
    2%, -18%, -17%
> O=C(CSc1ncccc1C(=O)O)c1ccc2ccccc2c1
    2%, -15%, 10%
> NC(=O)C1CCN(C(=O)CNC(=O)c2ccc(Br)o2)CC1
    -3%, -1%, -17%
> Cc1cc(NS(=O)(=O)c2ccc(NC(=O)c3cc4ccccc4o3)cc2)no1
    2%, -3%, .
> COc1cccc(CNC(=O)Cn2cc([N+](=O)[O-])cn2)c1
    1%, -6%, -12%
> CCCn1c(=O)c2sccc2n2c(CCCC(=O)Nc3ccc(Oc4ccccc4)cc3)nnc12
    5%, -20%, 15µM*
> O=C(O)/C=C\C(=O)NCc1cccnc1
    0%, -2%, ?
> CC(C)Cc1nnc(NC(=O)CCC(=O)N2CCC(C)CC2)s1
    1%, -4%, 13%
> Cn1c(=O)c2c(nc(NCC3CCCO3)n2Cc2ccccc2)n(C)c1=O (centres undefined)
    8%, -2%, ?
> C[C@@H]1CC=C[C@H]2[C@H]1C(=O)N(Cc1ccccc1)[C@H]2c1ccc2ccccc2c1/C=C/c1ccccc1
    -1%, 12%, ?
> CCOc1cc(C(=O)CCC(=O)OCC(=O)Nc2ccc(F)cc2)ccc1O
    ., ?, -2%
> Cc1ccc(S(=O)(=O)c2c(Nc3ccc(C)c(C)c3)sc(C(=O)c3ccc4c(c3)OCO4)c2N)cc1
    4%, -11%, ?
> CCOC(=O)c1c(NC(=S)Nc2cccnc2)sc(C)c1C
    5%, ?, -9%
> COc1cc(NC(=O)c2cccnc2)ccc1NC(=O)c1ccccc1Cl
    8%, -2%, ?
> COc1ccccc1C(=O)NNC(=O)c1cccc([N+](=O)[O-])c1
    4%, -9%, 0%

Further compounds follow:
Under each structure: TDP1 block, KAT2A inh, DT40 TDP1 no CPT
> COc1ccc(NC(=O)c2ccco2)cc1NC(=O)c1ccccc1
    0%, -8%, ?
> Cc1ccc2c(c1)N(CC(=O)N1CCCCC1c1cccnc1)C(=O)CO2 (centres undefined)
    2%, -2%, -18%
> COc1cc(NC(=O)CSc2nc3ccccc3nc2Cc2ccccc2OC)cc(OC)c1
    -8%, -2%, ?
> COc1cccc(-c2nn(-c3ccc(C)cc3)cc2C(=O)N2CCN(C3CCS(=O)(=O)C3)CC2)c1 (centres undefined)
    1%, -3%, 4%
> CCOc1ccc(Nc2nc3cc(S(=O)(=O)N(CC)CC)ccc3o2)cc1
    1%, -12%, 7.3µM*
> Cc1ccc(CNC(=O)C2CC(c3cccc([N+](=O)[O-])c3)=NO2)o1 (centres undefined)
    10%, -11%, ?
> COc1ccccc1OCCC(=O)OCC(=O)Nc1ccc(Br)cc1
    -1%, 1%, -7%
> CC(=O)c1cc2c(cc1NS(=O)(=O)c1ccccc1Br)OCO2
    9%, -11%, -27%
> O=C(NCCOc1ccccc1Cl)c1cccc2c1C(=O)c1ccc(Cl)cc1S2(=O)=O
    0%, -5%, 16µM*
> O=C(c1cc(=O)c2cc(Cl)ccc2o1)N(Cc1ccccc1)C1CCS(=O)(=O)C1 (centres undefined)
    7%, -15%, -15%
> COc1cccc(C(=O)Nc2nc3ccccc3[nH]2)c1
    8%, 0%, ?
> CCCC1=C(C(=O)OCC)C(c2ccc(N(C)C)cc2)n2ncnc2N1 (centres undefined)
    -11%, -2%, 26µM*
> CN1CCN(S(=O)(=O)c2cccc(C(=O)Oc3ccc(Br)cc3F)c2)CC1
    2%, -3%, 17%
> Cc1cccc(C)c1OCCNC(=O)C(=O)NCc1ccco1
    6%, 2%, 2.3µM*
> Nc1c(C(=O)N2CCCCC2)sc(=S)n1-c1ccccc1
    11%, ?, ?
> O=C(Cc1ccc(-n2c(=S)[nH]c3ccccc3c2=O)cc1)N1CCN(c2ccccc2)CC1
    2%, -7%[0.501 µM], -17%
> Cc1ccc(S(=O)(=O)N2CCN(C(=O)c3ccccc3-c3nc4ccccc4s3)CC2)c(C)c1
    -3%, 2%, ?
> Cc1ccc(NC(=O)ON=C2CCCC2)cc1
    7%, -8%, -18%
> CCC1CN(C(=O)N2CCC(C(=O)Nc3ccccc3OC)CC2)c2ccccc2O1 (centres undefined)
    2%, 1%, ?
> COc1ccccc1/C=C\C(=O)O
    -4%[56.1 µM], -1%, -5%
> COc1ncc2nc(-c3ccccc3)c(=O)n(CCc3ccccc3)c2n1
    ., -7%, 4%
> COC(=O)c1cc(NC(=O)c2ccc(C)cc2)c(=O)oc1C
    0%, -1%, 2%
> CC(=O)Nc1ccc(-n2cnnn2)cc1
    0%, -2%, 2%
> Cc1cc2c(c(=O)n1CCN(C)C)C(c1ccc(Cl)cc1)C(C#N)=C(N)O2 (centres undefined)
    2%, -7%, -7%
> c1coc(-c2ccnc3ncnn23)c1
    2%, -16%, -5%
> CCOCCCn1c(SCC(=O)NC(C)C)nc2ccccc2c1=O
    -2%, -8%, 3%
> CN(CCNC(=O)CN1C(=O)CSc2ccc(S(=O)(=O)N3CCCC3)cc21)Cc1ccccc1
    1%, -8%, -12%
> Cn1c(CNc2cccc(C(F)(F)F)c2)n[nH]c1=S
    -7%, 1%, -3%
> CCN1CCN(c2c(Cl)cccc2NC(=O)c2ccc([N+](=O)[O-])cc2)CC1
    3%, -7%, -10%
> CCOC(=O)C1CCN(CC(=O)Nc2cc(S(=O)(=O)N3CCCCC3)ccc2Cl)CC1
    2%, -6%, 21µM*
> Cc1noc(C)c1S(=O)(=O)N(C)C[C@H]1Oc2c(cccc2N(C)C)C(=O)N([C@H](C)CO)C[C@@H]1C
    100µM*, -3%, ?
> Cc1cc2c(s1)c1cnn(-c3ccccc3)c(=O)c1n2C
    2%, -5%&-11%, .
> O=C(COc1cc(Cl)ccc1Cl)Nc1ccc2[nH]c(=O)[nH]c2c1
    -4%, -1%, -4%
> C=CCN1CCc2c(cc(O)c(O)c2Br)[C@@H](c2ccccc2)C1
    13%[56.1 µM], -11%&9%, 7.3µM*
> O=C1NC(=Nc2ccccc2)CS1
    1%, -8%, -20%
> O=C(Cn1nc2c(cc1=O)CCCC2)NCc1ccc(Cl)cc1
    1%, 0%, 18µM*
> O=C1c2cccc3cccc(c23)N1Cc1cccc(F)c1
    79µM*, -7%, -30%
> CSCCC(=O)N1CCCC(CO)(CCCc2ccccc2)C1 (centres undefined)
    ., -1%, ?
> CN(C)S(=O)(=O)c1ccc(C(=O)NCc2ccccn2)cc1
    7%, -6%, -10%
> O=C(Cn1cc2c(n1)CCCC2)NCc1ccccn1
    7%, ?, 5%

High-throughput results from PubChem BioAssay.
